Source: PubChem (several laboratories)
MEP2-GFP yeast = yeast TOR pathway MEP2-GFP modulation. S. cerevisiae MEP2-GFP strain, flow cytometry GFP, 3 h; 100% = DMSO control level. GFP response vs DMSO, % at 10 µM. actives 0.51% (n = 330,000). AID 2016;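 active = GFP response versus DMSO above a set limit, roughly screen mean plus 3 SD, cut at about 180% in these data; inconclusive = fewer than 70 cells counted for a yeast strain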;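 also: median GFP fluorescence of the barcode-gated MEP2-GFP cells per well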
RPL19A TOR yeast = modulators of TOR pathway RPL19A-GFP in S. cerevisiae; actives 0.3% (n = 330,000); S. cerevisiae RPL19A-GFP strain, flow cytometry, 3 h; hits give low values; percent response vs DMSO, % at 10 µM;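 active = percent response vs DMSO below 50%; inconclusive = fewer than 70 events counted for the yeast strain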;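 also: median channel GFP fluorescence of the barcoded RPL19A-GFP strain; ratio of sample median GFP to plate DMSO average so 100% = DMSO; lower means less RPL19A-GFP as with rapamycin TOR inhibition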
AGP1-GFP MLPCN = yeast TOR pathway AGP1-GFP modulation. S. cerevisiae AGP1-GFP multiplex flow cytometry, 3 h; GFP as percent of DMSO wells. GFP response vs DMSO, % at 10 µM. actives 0.02% (n = 320,000);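 active = GFP response relative to DMSO above a set limit, near screen average plus 3 SD, cut at about 150% in these data; inconclusive = fewer than 70 cells counted for the yeast strain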;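 also: median GFP channel fluorescence of the gated AGP1 strain per well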
proCasp3 act = activates human procaspase-3. P42574. recombinant procaspase-3 D3A, Ac-DEVD-pNA absorbance 405 nm. activation, % at 8.5 µM. actives 0.11% (n = 330,000). AID 463141;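 active = activation above the mean of all tested compounds plus 3 SD, cut at about 21% in these data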;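 also: 0% = DMSO alone and 100% = DMSO wells spiked with extra 5 µM PC-3 D3A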
Target sequence (P42574 whole entry D9A/D28A/D175A): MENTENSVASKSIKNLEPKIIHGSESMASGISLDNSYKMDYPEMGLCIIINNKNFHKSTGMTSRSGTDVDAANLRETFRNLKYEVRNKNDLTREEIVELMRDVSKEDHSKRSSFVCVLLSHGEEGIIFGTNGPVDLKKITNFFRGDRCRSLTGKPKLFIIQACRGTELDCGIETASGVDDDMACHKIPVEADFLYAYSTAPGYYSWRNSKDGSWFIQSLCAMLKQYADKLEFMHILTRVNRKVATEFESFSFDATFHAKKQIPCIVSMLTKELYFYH
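Assay system – Procaspase-3 D3A mutant · Benchmarks – DMSO low control, extra-enzyme high control · Technique – 405 nm absorbance of p-nitroaniline, reads at 0 and 120 min · Doses – 8.5 µM nominal · Measure – % activation between DMSO and enzyme-spiked controls · Also added – Ac-DEVD-pNA chromogenic peptide substrate · Schedule – 1 h compound preincubation, 2 h substrate hydrolysis at 25 °C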
procasp7 counter = counter-screen for procaspase-3 activators: activators of human procaspase-7; activation, % at 8.5 µM; recombinant procaspase-7, Ac-DEVD-pNA absorbance 405 nm; D23A/D198A/D206A triple mutant, cannot self-cleave; scale: DMSO 0, 5 µM enzyme 100; actives 0.093% (n = 330,000);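 active = percent activation above the screen-wide mean plus 3 SD, cut at about 25% in these data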
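Assay system: Uncleavable procaspase-7 mutant enzyme / Input: 2 µM procaspase-7 mutant as dispensed / Dosing: single nominal 8.5 µM compound dose, 0.8% DMSO final / Timing: 1 h enzyme–compound preincubation and 2 h substrate reaction, both 25 °C / Detection: p-Nitroaniline absorbance at 405 nm, read at 0 and 120 min / Replication: singlicate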
LAP4-GFP MLPCN = alters LAP4-GFP fluorescence in TOR pathway yeast screen; S. cerevisiae LAP4-GFP multiplex, flow cytometry GFP, 3 h; median GFP as percent of DMSO wells; GFP response vs DMSO, % at 10 µM; actives 0.34% (n = 320,000);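 active = GFP response vs DMSO above a set limit, about the screen mean plus 3 SD, cut at about 150% in these data; inconclusive = under 70 cell events counted for the yeast strain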
CIT2 TOR yeast = alters CIT2-GFP fluorescence in TOR pathway yeast screen; GFP response vs DMSO, % at 10 µM; AID 2029; actives 0.065% (n = 320,000); S. cerevisiae CIT2-GFP strain, flow cytometry, 3 h; 100 means same as DMSO wells;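 active = GFP response relative to DMSO above a set limit, near the screen mean plus 3 SD, cut at about 150% in these data; inconclusive = Fewer than 70 cells measured for a yeast strain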;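 also: ratio of well median GFP fluorescence to mean of DMSO wells on the plate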
AHR activator = activators of human aryl hydrocarbon receptor. AHR-responsive luciferase reporter cells, luminescence. activation, % at 5 µM. actives 2.5% (n = 320,000); in the data active = activation above about 47%;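 also: 0% = vehicle wells and 100% = reference agonist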
Target sequence (P35869 whole entry, looked up): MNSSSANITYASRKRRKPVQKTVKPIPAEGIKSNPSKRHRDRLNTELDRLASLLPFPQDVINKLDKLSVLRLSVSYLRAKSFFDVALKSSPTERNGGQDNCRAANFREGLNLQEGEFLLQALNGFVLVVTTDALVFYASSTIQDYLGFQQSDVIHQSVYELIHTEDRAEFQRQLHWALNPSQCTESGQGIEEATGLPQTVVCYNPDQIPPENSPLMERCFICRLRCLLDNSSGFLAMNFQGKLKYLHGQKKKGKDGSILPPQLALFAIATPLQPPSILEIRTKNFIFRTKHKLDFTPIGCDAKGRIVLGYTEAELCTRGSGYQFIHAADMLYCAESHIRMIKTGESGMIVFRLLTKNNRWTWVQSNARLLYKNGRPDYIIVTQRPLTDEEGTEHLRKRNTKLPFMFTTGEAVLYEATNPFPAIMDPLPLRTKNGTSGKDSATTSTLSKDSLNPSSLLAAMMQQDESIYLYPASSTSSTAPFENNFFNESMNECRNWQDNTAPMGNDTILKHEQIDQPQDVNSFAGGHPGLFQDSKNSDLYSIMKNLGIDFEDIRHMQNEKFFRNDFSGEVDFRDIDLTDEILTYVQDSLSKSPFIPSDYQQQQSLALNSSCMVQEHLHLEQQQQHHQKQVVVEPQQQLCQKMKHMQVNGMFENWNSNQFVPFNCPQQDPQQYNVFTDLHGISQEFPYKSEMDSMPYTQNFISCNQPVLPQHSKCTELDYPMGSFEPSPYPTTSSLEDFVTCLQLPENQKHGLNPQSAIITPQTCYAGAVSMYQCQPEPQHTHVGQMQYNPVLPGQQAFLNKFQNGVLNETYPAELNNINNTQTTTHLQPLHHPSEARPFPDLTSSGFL
* hit, by the source's call; u = inconclusive; x = no result given; [ ] = another dose, or the depositor's remark. Rows were taken by chance, and some 3.5% of all compounds hit somewhere here.

SMILES	MEP2-GFP yeast	RPL19A TOR yeast	AGP1-GFP MLPCN	proCasp3 act	procasp7 counter	LAP4-GFP MLPCN	CIT2 TOR yeast	AHR activator
COc1ccc(-n2c(SCC(=O)Nc3ccc(C(=O)O)cc3)nnc2-c2ccccc2)cc1OC	104	104	101	-2	3	97	103	5
COc1ccc(NC(=O)COc2ccc(C(=O)OCC(=O)N(C(C)C)C(C)C)cc2OC)cc1	101	99	95	4	17	89	80	1
O=C(NCCN1CCOCC1)c1cccnc1SCc1ccccc1Cl	102	114	106	-2	2	93	102	0
CCN(C[C@H]1N[C@@](Cc2ccccc2)(C(=O)OC)[C@H]2C(=O)N(C)C(=O)[C@@H]12)C(=O)NC(C)C	103	101	99	1	4	98	103	1
COc1cc(OC)cc(OC(=O)c2ccc3c(=O)n4c(nc3c2)CCC4)c1	99	93	104	-1	-1	115	88	0
Cc1cc(=O)[nH]c(SCC(=O)Nc2c(C)n(C)n(-c3ccccc3)c2=O)n1	116	116	112	5	2	109	112	1
O=S(=O)(c1ccc(Cl)cc1)N1CCN(CCc2ccncc2)CC1	103	99	101	3	5	100	101	4
Cc1ccc(S(=O)(=O)N2CCOCC2)cc1NC(=O)CSCc1c(C)noc1C	99	97	105	-3	-13	111	112	18
CSC1=NCCN1C(=O)c1cccc(Br)c1	95	99	104	-3	8	105	93	0
COc1ccccc1N(Cc1ccccc1)S(=O)(=O)c1cccc(C(=O)Nc2cc(C)ccn2)c1	101[may fluoresce green]	98[may fluoresce green]	93[may fluoresce green]	-7	-2	92[may fluoresce green]	99[may fluoresce green]	5
CC1CCN(S(=O)(=O)c2ccc(C(=O)N3CCOCC3)cc2)CC1	114	102	105	7	0	106	100	0
CC(=O)n1cc([C@@H]2C=C(C(=O)N3CCN(Cc4ccccc4)CC3)O[C@H](OCc3ccc(CO)cc3)C2)c2ccccc21	94	94	80	5	-6	130	68	11
C/C=C/C(=O)OCC(=O)Nc1ccc(OC)c(OC)c1	98	95	101	1	1	99	96	-3
CC1Cc2ccccc2N1C(=O)CCS(=O)(=O)c1cccc2nonc12 (stereo unspecified)	101	95	x	-1	-4	103	104	2
O=C(CC1NCCNC1=O)Nc1ccc(Oc2ccccc2)cc1 (stereo unspecified)	98	97	100	8	-1	99	94	6
CCc1c(C)nc2ncnn2c1Nc1ccc(C)cc1	106	107	109	8	-2	106	108	4
C#CCNc1nc(CC)nc2c1nnn2Cc1ccccc1F	92	96	91	-8	5	82	x	2
CCC1CCCCN1CCNC(=O)C1CCN(S(=O)(=O)c2cccc3nsnc23)CC1 (stereo unspecified)	103	94	20	14	6	90	98	-1
CCOC(=O)N1CCN(C(=O)CSc2nc3c([nH]c4ccccc43)c(=O)n2CCOC)CC1	98	96	97	-6	2	94	100	31
O=C(CN1C(=O)/C(=C\c2ccccc2Cl)Sc2ccccc21)NCCCN1CCOCC1	158[may fluoresce violet]	72[may fluoresce violet]	18[may fluoresce violet]	4	0	99[may fluoresce violet]	u	8
Cc1ccc(C(=O)N/C(=C\c2ccc(F)cc2)C(=O)NCc2ccncc2)cc1	95	109	101	-3	-6	105	95	9
FC(F)(F)c1cc(-c2ccco2)nc(NCc2ccccc2)n1	107	101	101	-1	0	102	97	2
COc1cccc(-c2nc(CS(=O)(=O)CC(=O)NCCc3cc(OC)ccc3OC)c(C)o2)c1	91	98	101	-4	-1	92	97	2
O=C(Cc1cccc2ccccc12)N/N=C/c1ccc(OC(=O)/C=C/c2ccco2)cc1	96	103	103	0	8	110	96	3
COCCn1c(SCC(=O)Nc2cc(C)on2)nc2cc(Cl)ccc2c1=O	106	102	102	-3	0	108	91	0
CC1=C(C(=O)OC(C)C)C(c2cccnc2)C2=C(CC(C)(C)CC2=O)N1 (stereo unspecified)	93	97	95	-8	-1	92	102	0
S=C(NCCc1ccccc1)N1CCN(Cc2ccc(Cl)c(Cl)c2)CC1	112	108	114	3	1	107	110	2
COc1ccc(/C=C(\NC(=O)c2ccccc2)C(=O)NCCC(=O)O)cc1	118	100	107	-2	4	108	102	1
S=C(NC1CCCC1)N1CCN(c2ccc(Cl)cc2)CC1	100	102	92	-1	0	108	97	-4
O=C(N[C@@H](Cc1ccccc1)C(=O)O)c1ccc(C(F)(F)F)cc1	90	94	78	-1	3	120	67	0
COc1cccc(C2C(C(=O)c3cc4ccccc4o3)=C(O)C(=O)N2c2cc(C)on2)c1OC (stereo unspecified)	104	103	96	-21	-29	99	98	4
CCCc1noc(-c2ccc(-c3ccccc3)cc2)n1	101	105	103	-6	10	104	105	-2
CN(Cc1cccnc1)C(=O)c1cc(COc2ccc3c(c2)CCCC3)on1	101	98	94	-7	1	106	91	12
CCC(=O)Nc1cccc(C2=NOC3(C2)C[C@@H](C(N)=O)N(C(=O)CC)C3)c1 (stereo partly specified)	89	99	90	-9	-8	105	100	1
CCN1CCN(Cc2ccc(NC(=O)c3ccc(C)c(NC(=O)c4ccno4)c3)cc2C(F)(F)F)CC1	87	94	81	-6	3	116	84	1
Cc1ccsc1C(=O)OCC(=O)Nc1cccc(S(=O)(=O)NC2=NCCCCC2)c1	108	107	106	8	-6	103	93	-1
CC(C)(C)c1cc2cccnc2n1Cc1cccc(F)c1	102	96	93	-5	-3	98	118	4
COc1cc(OC)c(N(C)S(=O)(=O)c2cccc(C(=O)NC3=NCCS3)c2)cc1Cl	98	97	114	4	5	108	110	4
O=C1c2ccccc2/C(=C\c2ccc(Br)s2)N1c1ccccc1	100	96	102	10	2	104	92	21
Cc1cc(=O)[nH]c2ccccc12	103	101	100	2	6	103	94	6
COc1ccc(-c2cn3c(C)c(C(=O)N4CCc5ccccc5C4)sc3n2)cc1	86	98	91	-4	1	120	104	23
Fc1ccccc1COc1ccc2ccccc2c1CNc1nn[nH]n1	102	104	104	-5	-7	91	99	11
CCCOc1ccc(/C(O)=C2/C(=O)C(=O)N(CCOC)C2c2cccnc2)cc1 (stereo unspecified)	107	106	106	-5	7	111	105	1
CCN(CC)S(=O)(=O)c1ccc(C(=O)OCCN2C(=O)CCC2=O)cc1	95	98	100	3	5	91	102	0
FC(F)Oc1ccc(C2N=C(c3ccccc3)NO2)cc1 (stereo unspecified)	101	96	94	2	-4	113	90	11
Cc1cc(C)c(NC(=O)C(C)c2cccc(C(=O)c3ccccc3)c2)c(C)c1 (stereo unspecified)	97	99	104	6	3	103	97	6
COc1ccc(N2CCN(C(c3cc(OC)ccc3OC)c3nnnn3CC3CCCO3)CC2)cc1 (stereo unspecified)	96	101	102	0	4	98	98	3
CCCCn1c(N)c(N(CCOC)C(=O)CCNC(=O)c2ccccc2Cl)c(=O)[nH]c1=O	102	100	102	1	9	106	96	-1
O=C(/C=C/c1ccco1)NC(=S)N1CCCCC1	116	95	90	-12	-13	94	102	1
CCOC(=O)N1CCN(c2cc(C)c(C(C)=O)cc2F)CC1	99	94	90	7	2	96	95	-2

Some of the entries so far, as a markdown table:
| mol | MEP2-GFP yeast | RPL19A TOR yeast | AGP1-GFP MLPCN | proCasp3 act | procasp7 counter | LAP4-GFP MLPCN | CIT2 TOR yeast | AHR activator |
| --- | --- | --- | --- | --- | --- | --- | --- | --- |
| COc1ccc(-c2cn3c(C)c(C(=O)N4CCc5ccccc5C4)sc3n2)cc1 | 86 | 98 | 91 | -4 | 1 | 120 | 104 | 23 |
| CCN(CC)S(=O)(=O)c1ccc(C(=O)OCCN2C(=O)CCC2=O)cc1 | 95 | 98 | 100 | 3 | 5 | 91 | 102 | 0 |

(cont.)
SMILES	MEP2-GFP yeast	RPL19A TOR yeast	AGP1-GFP MLPCN	proCasp3 act	procasp7 counter	LAP4-GFP MLPCN	CIT2 TOR yeast	AHR activator
COc1ccc(-c2[nH]ncc2CN2CCC(C(=O)N3CCOCC3)CC2)c(F)c1	93	109	96	-2	-4	98	105	1
CCN(C(=O)CSc1nc2ccc([N+](=O)[O-])cc2s1)C1CCS(=O)(=O)C1 (stereo unspecified)	96	104	95	3	1	94	102	0
CN(C(=O)COC(=O)c1cccnc1Cl)C1CCCCC1	113	106	112	3	14	112	108	0
Cc1ccnc(NS(=O)(=O)c2ccc(NC(=O)c3ccc(S(=O)(=O)N4CCOCC4)cc3)cc2)n1	88	102	98	6	1	88	99	2
O=S(=O)(c1cccs1)N1CCN(c2ccc(O)cc2)CC1	102	106	105	-5	-4	99	101	2
Cn1c(N2CCN(C(c3ccccc3)c3ccccc3)CC2)nc2c1c(=O)[nH]c(=O)n2C	113	105	105	-5	-14	99	110	2
O=c1[nH]nc(-c2ccc(F)cc2)cc1-c1ccccc1	98	100	76	x	x	105	88	x
COc1cc(OC)cc(-c2nnc(N(C)C(=O)c3ccncc3)s2)c1	64	97	79	5	6	107	85	1
COc1ccc(-n2c3c(cc(C#N)c2=O)C(=O)CCC3)cc1	119	99	109	12	0	111	121	-2
N/C(=N\OC(=O)c1cccc([N+](=O)[O-])c1)c1ccccn1	93	91	86	-4	-4	102	93	68*
Cc1ccc(NC(=O)CC(C)c2ccccc2)cc1S(=O)(=O)N1CCOCC1 (stereo unspecified)	103	102	95	2	9	94	110	-1
CCN1CCN(c2ccc(S(=O)(=O)N3CCCCC3)cc2NC(=O)c2cccc(Cl)c2)CC1	100	98	104	-2	16	104	97	0
CS(=O)(=O)c1ccc2nc(NC(=O)c3ccc(Cn4cc(Br)cn4)o3)sc2c1	102	108	99	1	-4	78	x	40
O=[N+]([O-])c1ccc(N2CCCCC2)c(Cl)c1N1CCCCC1	101	99	97	11	9	98	102	-4
O=c1c2cc(Cl)ccc2oc2nc3n(c(=O)c12)CCCS3	124	107	100	1	1	100	109	11
CC(NC(=O)c1cncc(Br)c1)c1ccc(S(N)(=O)=O)cc1 (stereo unspecified)	110	101	107	8	3	107	105	0
COc1ccc(N(CC(=O)N2CCN(c3cc(C)ccc3C)CC2)S(=O)(=O)c2c(C)noc2C)cc1	109	102	103	3	6	96	106	0
Cc1ccn2c(=O)nc(SCC(=O)N3CCN(c4ccccc4)CC3)nc2c1	97	102	105	-1	4	107	90	5
COc1ccc(CCNC(=O)Cc2cccs2)cc1	99	97	92	-5	-5	92	94	12
COc1cc(OC)cc(C(=O)OCC(=O)Nc2ccc(N3CCCCC3)cc2)c1	105	101	103	3	-4	102	89	5
CCOC(=O)C(C)c1ccc2cc(OC)ccc2c1 (stereo unspecified)	102	101	103	5	1	100	106	0
Cc1ncsc1CCC(=O)N1CCCC(C(=O)c2cccc(Cl)c2)C1 (stereo unspecified)	98	101	96	4	-2	92	99	0
Cc1ccc(N(CCC#N)C(=O)COC(=O)c2ccccc2SCC(=O)N2CCCC2)cc1	90	92	101	1	2	98	92	-2
Cc1ccc(Cl)cc1N1CCN(C(=O)C2CCN(c3nnc(-n4cccc4)s3)CC2)CC1	96	90	96	-4	-4	98	93	1
O=C(NCCN1CCCCC1)c1ccc(=O)oc1	103	103	101	2	-4	109	107	-1
CCN(C[C@H]1N[C@@](CC)(C(=O)OC)[C@H]2C(=O)N(C)C(=O)[C@@H]12)S(=O)(=O)c1ccc(C(C)(C)C)cc1	83	90	89	-2	11	88	88	0
Cc1cccc(C(=O)NN/C=C/C(=O)c2ccccc2)c1	94	99	91	4	-5	89	85	11
